PhoP inhibition: inhibitors of PhoP regulon expression, primary screen, Salmonella Typhimurium, GFP reporter (AID 1863). 300,000 compounds, 0.16% hits. one-dose inhibition, % at 50 µM; IC50 in µM for titrated hits. S. Typhimurium PhoP-regulated promoter GFP reporter, 4 h; higher % means a stronger effect;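 active = inhibition over 29.93%, a cutoff 3 SD above the screen mean, later confirmed by dose response; inconclusive = inhibition over 29.93% but no dose response follow-up; inactive = inhibition at most 29.93% or unconfirmed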;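 note: 0% = low Mg2+ inducing control and 100% = high Mg2+ repressing control; strong numbers were not always called active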
RSV CPE inhibition: inhibition of RSV-induced cytopathic effect – HEp-2 cells, primary 10 µM value included (AID 2391); CPE inhibition, % at 10 µM; hits with a dose series show IC50 in µM; 310,000 compounds, 0.13% hits; HEp-2 cells, RSV-induced CPE inhibition; higher % means a stronger effect; in the data active = a potency from the dose series; inconclusive = CPE inhibition mostly from about 23% at the one dose, without a potency; inactive = the rest, 99 in 100 with CPE inhibition below about 21%; note: strong numbers were not always called active
T cell modulator: T cell immune modulators affecting CD8 T cell-vesicle binding. AID 2052. 330,000 compounds, 0.068% hits. 2C CD8+ T cell-vesicle binding, flow cytometry; stronger effect = lower value. calls only at 7 µM;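 active = response, share of CD8 T cells binding vesicles, and their 90th percentile fluorescence all below set limits, cut at about 80% in these data, passing the limit was not always enough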
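Test system: purified 2C TCR transgenic mouse naive CD8+ T cells. Probe or stimulus: QL9-peptide-loaded Drosophila micro-vesicles bearing Ld, ICAM-1 and B7-1. Incubation: binding step 1.5 h, 37 °C, antibody labelling 20 min, ice. Measured by: flow cytometry of vesicle-bound cells.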
Rac1 GTP hydrolysis: MgcRacGAP GTPase-activating activity inhibitors, confirmation, biochemical, ADP Hunter fluorescence | inhibition, % at 30 µM; hits with a dose series show IC50 in µM | MgcRacGAP-stimulated Rac1 GTP hydrolysis, ADP Hunter fluorescence; higher % means a stronger effect; GST-tagged Rac1 F28L mutant substrate | 340,000 compounds, 0.6% hits;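 active = first-screen hits whose inhibition reached a set limit at any dose in the follow-up dose series; inconclusive = inhibition above the set first-screen limit but never retested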;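 note: fluorescence reports GDP produced by GAP-driven GTP hydrolysis; strong numbers were not always called active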
WT yeast gro inh: growth inhibition of WT yeast, mitochondrial fusion screen. mitochondrial fusion phenotypic screen, WT strain. inhibition, % at 10 µM. 190,000 compounds, 2.1% hits. AID 1362; in the data active = inhibition above about 58%; tested in S. cerevisiae
bCat nuc transl: alters nuclear translocation of beta-catenin in HeLa cells | immunofluorescence imaging | nuclear translocation activity, % at 5 µM | 190,000 compounds, 0.3% hits | AID 1665;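 active = nuclear translocation activity above 50% at 5 µM, with a well cell count of 50 or more; inconclusive = wells under 50 cells across six images, flagged as toxic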;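 note: per-cell ratio of nuclear to cytoplasmic median beta-catenin stain intensity; plate controls were DMSO negative control for no effect and GSK-3 inhibitor IX positive control for full effect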
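Test system: human HeLa cells, endogenous beta-catenin. Times: 24 h compound exposure, 37°C. Measured by: beta-catenin immunofluorescence imaging with DAPI.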
West Nile antiviral: West Nile virus antiviral activity, cell-based, CPE readout (AID 1621); West Nile virus-infected cells, CPE inhibition; higher % means a stronger effect; CPE inhibition, % at 10 µM, or IC50 in µM where a hit was titrated; 290,000 compounds, 0.02% hits; in the data active = a potency from the dose series; inconclusive = CPE inhibition mostly from about 3.7% at the one dose, without a potency; inactive = the rest, 99 in 100 with CPE inhibition below about 2.2%; note: strong numbers were not always called active
Large T inhibition: TAg ATPase/helicase activity blockers – biochemical (AID 1903); SV40 large T antigen ATPase/helicase inhibition assay; higher % means a stronger effect; inhibition, % at 20 µM; hits with a dose series show IC50 in µM; 310,000 compounds, 0.39% hits; in the data active = a potency from the dose series; inconclusive = inhibition mostly from about 32% at the one dose, without a potency; inactive = the rest, 99 in 100 with inhibition below about 32%; note: strong numbers were not always called active
Myeloid diff 2: promotes myeloid progenitor differentiation. ER-HoxA9 myeloid progenitors, lysozyme-GFP differentiation, flow cytometry. calls only at 10 µM. 360,000 compounds, 1% hits;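 active = normalized GFP-positive differentiation at or above the plate's own cutoff, the solvent-only control mean plus 3 SD; inconclusive = no clear call, values can overlap the other calls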;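 note: cells exposed to compound for four days before flow analysis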
WT yeast gro inh mutant strain: recorded beside WT yeast gro inh, whose call it bears; inhibition, %; mitochondrial fusion phenotypic screen, mutant strain inhibition
bCat nuc transl cell count 5 µM: further read-out of bCat nuc transl, marked with its call; cell count; measured here: cell count, cytotoxicity flag
T cell modulator vesicle-bound %: second read-out of T cell modulator, no call of its own (marks repeat the call); double positive events, %; measured here: CD8+ vesicle-bound cell fraction;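 binding gate set so that unloaded-vesicle control wells show 10% double positive cells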
Myeloid diff 2 GFP+ MAC1+ %: also measured in Myeloid diff 2; calls as there; GFP+ MAC1+ double positive, %; measured here: differentiation confirmed by MAC1 staining
* marks the source's active call; other numbers are inactive results; i = inactive; ? = inconclusive; · = no result given.

The opening 2 compounds (preview)
SMILES	PhoP inhibition	RSV CPE inhibition	T cell modulator	T cell modulator vesicle-bound %	Rac1 GTP hydrolysis	WT yeast gro inh	WT yeast gro inh mutant strain	bCat nuc transl	bCat nuc transl cell count 5 µM	West Nile antiviral	Large T inhibition	Myeloid diff 2	Myeloid diff 2 GFP+ MAC1+ %
CCCCCCCCSc1n[nH]c(N)n1	-11%	5.8%	i	41	-2%	52	70	1.1	472	2.3%	9%	i	0.3
COC(=O)c1ccc(COc2ccc(C3C4=C(CCCC4=O)Nc4onc(C)c43)cc2)cc1 (stereo unspecified)	-1%	1.6%	i	40	9%	6	9	·	·	0.0%	10%	i	1.2

The list itself, from the start:
SMILES	PhoP inhibition	RSV CPE inhibition	T cell modulator	T cell modulator vesicle-bound %	Rac1 GTP hydrolysis	WT yeast gro inh	WT yeast gro inh mutant strain	bCat nuc transl	bCat nuc transl cell count 5 µM	West Nile antiviral	Large T inhibition	Myeloid diff 2	Myeloid diff 2 GFP+ MAC1+ %
CCCCCCCCSc1n[nH]c(N)n1	-11%	5.8%	i	41	-2%	52	70	1.1	472	2.3%	9%	i	0.3
COC(=O)c1ccc(COc2ccc(C3C4=C(CCCC4=O)Nc4onc(C)c43)cc2)cc1 (stereo unspecified)	-1%	1.6%	i	40	9%	6	9	·	·	0.0%	10%	i	1.2
C/C(=N/OCO/N=C(\C)c1ccc(F)cc1F)c1ccc(F)cc1F	2%	1.7%	i	51	-5%	0	-4	-1.5	1224	·	17%	i	0.5
Cn1c(=O)c2c(nc(CN3CCOCC3)n2CC(O)CO)n(C)c1=O (stereo unspecified)	17%	0.8%	i	37	8%	-3	-6	0.2	1001	-0.1%	0%	i	1.9
CC12CC(NC(=O)N1c1ccc(C(=O)N3CCN(c4ccc(F)cc4)CC3)cc1)c1ccccc1O2 (stereo unspecified)	-10%	1.1%	i	27	5%	-9	-3	-2.1	1035	0.4%	25%	i	1.4
O=C(CSc1ccc(-c2cccnc2)nn1)N1CCCCC1	-4%	2.2%	i	69	3%	·	·	·	·	0.3%	0%	i	0.0
CCOc1ccccc1NC(=O)N1C2CCCC1CC(NC(=O)C1CC1)C2 (stereo unspecified)	8%	2.0%	i	42	5%	-4	-5	-0.9	1190	-0.3%	4%	i	0.8
O=C(CCC1CC(=O)Nc2ccccc21)NCc1ccccc1 (stereo unspecified)	13%	-0.6%	i	50	7%	8	5	·	·	0.1%	5%	i	6.8
COCc1ccc(CN2CCC(Oc3ccc(C(=O)NCc4ccccn4)cc3)CC2)o1	1%	0.2%	i	51	2%	·	·	·	·	-0.2%	16%	i	0.0
Cc1ccc(S(=O)(=O)Nc2ccc(NC(=O)c3ccc(F)cc3)cc2)cc1	0%	5.0%	i	25	2%	-12	11	-1.0	1154	-0.1%	7%	i	0.5
CC1Cc2nc(SCC(=O)N3CCc4ccccc43)n(C)c(=O)c2S1 (stereo unspecified)	1%	8.3%	i	55	5%	1	15	0.3	1278	·	13%	i	1.0
O=C(COC(=O)[C@@H]1CC(O)CN1S(=O)(=O)c1ccc(Cl)cc1)NC(=O)NCc1ccccc1 (stereo partly specified)	-9%	0.5%	i	35	4%	·	·	·	·	·	15%	i	0.6
Cc1ccc(C)c(S(=O)(=O)Nc2ccccc2C(=O)Nc2cc(C)on2)c1	19%	18%	i	9	4%	10	2	-5.5	939	-0.8%	1%	i	1.2
N#CC1(C#N)COC23CCCCC2C1(C#N)C(=N)O3 (stereo unspecified)	31%	2.7%	i	54	6%	2	6	1.1	1566	-0.7%	8%	i	0.8
CCC(=O)NC(c1ccc([N+](=O)[O-])cc1)c1c(O)ccc2ccccc12 (stereo unspecified)	1%	1.1%	i	48	2%	12	23	0.9	1095	-0.9%	9%	i	0.5
CCn1c(SCC(=O)Nc2ccc(OC)cc2)nc2c1c(=O)n(C)c(=O)n2C	-3%	-0.3%	i	12	4%	·	·	·	·	-0.2%	5%	i	1.1
CCOc1ccc(NC(=O)CN(C)C(=O)c2ccncc2)cc1OCC	-1%	2.1%	i	10	10%	·	·	·	·	0.6%	17%	i	2.6
COc1ccc(/C=C/C(=O)NC(=S)NCc2ccccc2)cc1OC	-1%	-0.2%	i	18	1%	·	·	-1.7	1271	-0.6%	11%	i	0.5
CCOC(=O)CNC(c1ccccc1)c1cc(Br)ccc1NC(=O)OCC (stereo unspecified)	9%	8.7%	i	54	5%	15	-5	·	·	-0.1%	3%	i	0.7
O=C(NCCCN1CCOCC1)c1sc2cc([N+](=O)[O-])ccc2c1Cl	-4%	-2.5%	i	39	?	16	23	-2.6	1097	-0.8%	28%	i	0.3
CC(C)Oc1ccc(CNCCC2(C(C)C)CCOC(C)(C)C2)cc1 (stereo unspecified)	0%	-2.3%	i	45	1%	9	21	·	·	-0.8%	3%	i	4.0
CCC(C(=O)NCC1CCCO1)N(C(=O)CNS(=O)(=O)c1ccccc1)c1ccc(F)cc1 (stereo unspecified)	11%	1.0%	i	33	7%	·	·	·	·	0.1%	5%	i	0.7
Cc1ccc(S(=O)(=O)N(C)c2ccc(C(=O)Nc3ccc(C)cn3)cc2)cc1	-5%	21%	i	54	6%	·	·	·	·	·	11%	i	0.5
N#C/C(=C(/O)CSc1nnc(Cc2cccs2)n1C1CCCCC1)c1nc2ccccc2[nH]1	15%	1.8%	i	49	8%	2	5	-5.7	1207	0.5%	15%	i	1.1
CN(Cc1ccccc1)C(=O)CN1C(=O)NC2(CCCC2)C1=O	·	0.0%	i	27	0%	·	·	·	·	·	·	i	1.6
O=C(Nc1ccc2nc(-c3ccccc3)[nH]c2c1)c1cccs1	-6%	?	i	42	10%	-7	-2	-4.4	1246	-0.2%	8%	i	2.3
COC(=O)/C=C/CSC1=N/C(=C/c2ccc(-n3cncn3)cc2)C(=O)N1	8%	5.5%	i	37	4%	10	0	-2.6	1444	0.5%	5%	i	0.3
C/C(=N\Nc1ccc(S(=O)(=O)N2CCCCC2)cn1)c1cccc(Br)c1	·	3.4%	i	6	4%	·	·	·	·	·	·	i	0.4
C/C(N)=C(/C#N)C(=O)COC(=O)COc1ccc(Cl)cc1C	-3%	-0.4%	i	51	4%	15	14	·	·	0.3%	4%	i	1.7
CSc1cccc(NC(=S)Nc2ccc(F)cc2)c1	-10%	15%	i	40	2%	·	·	-0.9	1301	0.5%	5%	i	0.7
CC1CCN(C(=O)C2CCN(S(=O)(=O)c3ccc(-n4cnnn4)cc3)CC2)CC1	-1%	0.6%	i	56	4%	·	·	·	·	-0.9%	5%	i	1.5
Cc1cc(C)n(-c2nnc(C)n2/N=C/c2ccco2)n1	-3%	1.0%	i	40	3%	-9	-10	·	·	0.3%	10%	i	2.3
CCN1CC=C2C(C#N)=C(N)C(C#N)(C#N)[C@H](c3ccoc3)[C@H]2C1	-13%	0.9%	i	68	-7%	-30	-32	-0.9	1402	-0.3%	4%	i	0.3
CCc1ccc2[nH]c(=O)c(CN(Cc3ccc(F)cc3)C(c3nnnn3CCN3CCOCC3)C(C)C)cc2c1 (stereo unspecified)	-5%	0.0%	i	6	10%	9	21	-3.2	1167	-0.6%	12%	i	1.5
CCN=c1sc(C(=O)NCCc2ccccc2)cc(=O)n1CC	-5%	1.7%	i	54	9%	-18	4	-3.2	1428	2.7%	8%	i	0.4
C=CCN1C(=O)c2ccc(C(=O)N3CCN(S(=O)(=O)c4cccc([N+](=O)[O-])c4)CC3)cc2C1=O	·	0.9%	i	41	5%	·	·	·	·	·	·	i	0.9
COc1cc(/C=C/C(=O)OCC(=O)N2CCC(C)CC2)ccc1OCC#N	·	-0.1%	i	26	4%	·	·	·	·	·	·	i	0.4
NC(=O)CC(NC(=O)c1ccc(Br)cc1)c1ccc(NCCc2ccc(F)cc2)c([N+](=O)[O-])c1 (stereo unspecified)	7%	-1.9%	i	19	8%	·	·	0.4	1336	0.0%	8%	i	0.9
Cc1cccc(-n2c(SCC(=O)O)nc3sc4c(c3c2=O)CCCC4)c1	4%	0.6%	i	30	-4%	4	7	0.2	1502	0.2%	5%	i	0.6
Cc1cc(Cl)ccc1NC(=O)CSc1nnc(-c2ccncc2)n1Cc1ccco1	-10%	-1.4%	i	24	5%	5	5	-1.6	831	-1.6%	-2%	i	1.1
Cc1c(C(=O)O)[nH]c2c1C(=O)CC(c1ccc(C(C)(C)C)cc1)C2 (stereo unspecified)	-1%	1.8%	i	28	6%	·	·	·	·	-0.3%	6%	i	0.4
Nn1c(SCc2cccc(F)c2)nnc1-c1ccncc1	-5%	2.6%	i	55	·	·	·	0.3	1285	0.3%	12%	i	0.9
CCOc1ccccc1/C=C(/NC(=O)c1ccccc1)C(=O)NCC(=O)O	14%	1.7%	i	24	2%	-11	3	0.9	1087	-0.5%	7%	i	0.4
O=C(c1cccnc1)N1CCN(S(=O)(=O)c2ccc(F)cc2)CC1	-9%	2.4%	i	21	4%	-2	8	-0.9	1103	0.7%	22%	i	0.3
CCCSc1nnc(CSc2ncccn2)n1C	-4%	3.0%	i	27	0%	2	-1	-0.5	1114	-0.2%	3%	i	0.6
O=C(N/N=C/c1ccncc1)c1cc(Br)ccc1OCc1ccccc1	-5%	1.1%	i	59	10%	-10	-4	-2.9	979	-1.1%	0%	i	0.1
O=C1OCc2cc(NC(=O)C34CC5CC(CC(C5)C3)C4)ccc21	-8%	0.5%	i	54	3%	-19	10	-1.3	809	-0.3%	0%	i	0.9
CC(=O)c1c(C)oc2ccc(NS(=O)(=O)c3ccc(F)cc3C)cc12	8%	11%	i	34	5%	·	·	·	·	0.1%	4%	i	1.1
CC1=CC2=NC(=O)CC(C)(C(=O)N(CC(=O)NC(C)C)C3CCCC3)N2C=C1 (stereo unspecified)	-2%	-0.8%	i	19	·	-13	-3	-0.1	1553	0.5%	18%	·	·

3 entries from above, ordered by the number in PhoP inhibition, highest first:
structure	PhoP inhibition
CC(=O)c1c(C)oc2ccc(NS(=O)(=O)c3ccc(F)cc3C)cc12	8%
CC1=CC2=NC(=O)CC(C)(C(=O)N(CC(=O)NC(C)C)C3CCCC3)N2C=C1 (stereo unspecified)	-2%
O=C1OCc2cc(NC(=O)C34CC5CC(CC(C5)C3)C4)ccc21	-8%

From PubChem BioAssay

Random draw from the library. Share with any hit: about 3.6%.
